Screens: PubChem, National Center for Advancing Translational Sciences (NCATS)
PTAP TSG101 blk = blocks PTAP/TSG101 interaction to inhibit HIV-1 budding | Potency, µM (series often up to 115 µM), without a hit: at the top dose activity change, negative = inhibition, hits mostly inhibitors | Fluorescence polarization, FITC-PTAP peptide / Tsg101 binding | Q99816 | 340,000 tested, under 10 active; active = well fitted inhibition curve with a large enough effect in the main read-out, with a control signal flat, not every such curve was filed as active; inconclusive = small, poorly fitted or top-dose-only effect, or effect the other way, or a change in a side signal; inactive = no such curve, though single readings can be large or run the other way; note: potency is the fitted concentration of half-maximal effect; % of control where 0% means no effect
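Fluorescence polarization binding of Tsg101 binding domain (10 uM final) to FITC-labeled PTAP peptide (50 nM final) in HEPES pH 7.5 buffer with NaCl, Tween 20, EDTA, TCEP. Compounds added before peptide; binding 20 min at RT.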
Integrin act MD = activators of alpha7 integrin expression for muscular dystrophy; alpha7betagal myoblasts, beta-gal FDG fluorescence, 48 h; Potency, µM (highest dose often 38.3 µM), for the others: at the highest dose activation, usual class: activators; AID 624291; actives 0.064% (n = 350,000);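 note: potency is the fitted concentration of half-maximal effect; 100% = response of the positive control SU9516; nearly all actives have a fitted effect of over 60% in size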
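alpha7betagal+/- myoblasts (passage 13, 250/well) treated 48 h at 37C with compounds at 1:260 dilution of DMSO stock. Lysed, then beta-galactosidase activity read as FDG fluorescence (ex 480/em 540) after 30 min, with pre-read for autofluorescence.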
B2AR arrestin = recruits beta-arrestin to the human beta2-adrenergic receptor | P07550 | beta-arrestin recruitment to beta2AR, cell-based reporter | Potency, µM (doses to about 46.1 µM), without a hit: top-dose activation, usual class: activators | actives 0.02% (n = 330,000);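 note: potency is the fitted concentration of half-maximal effect; 0% = DMSO controls and full agonism = EC100 isoproterenol or metaproterenol; nearly all actives have a fitted effect of over 65% in size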
Target sequence (P07550 whole entry, looked up): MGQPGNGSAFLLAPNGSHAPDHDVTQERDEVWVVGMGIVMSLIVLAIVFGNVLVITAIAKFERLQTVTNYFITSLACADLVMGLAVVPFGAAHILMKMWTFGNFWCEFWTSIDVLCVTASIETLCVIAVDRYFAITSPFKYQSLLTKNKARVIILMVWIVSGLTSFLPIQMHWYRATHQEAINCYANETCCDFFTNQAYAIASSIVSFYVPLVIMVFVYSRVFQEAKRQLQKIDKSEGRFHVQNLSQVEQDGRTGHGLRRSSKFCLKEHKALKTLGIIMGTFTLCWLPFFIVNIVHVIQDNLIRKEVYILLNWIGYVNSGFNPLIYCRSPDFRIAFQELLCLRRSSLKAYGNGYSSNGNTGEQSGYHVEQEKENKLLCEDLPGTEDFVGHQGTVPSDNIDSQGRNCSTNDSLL
PKM2 activator = PKM2 (human) enzyme activation; P14618; purified PKM2, Kinase-Glo ATP luminescence, activation; response scale: 0% is enzyme alone, no compound; Potency, µM (titrated, usually from 57.5 µM), for the others: at the top dose activation, most hits filed as activators; actives 0.34% (n = 260,000); AID 1631; note: potency is the fitted concentration of half-maximal effect; % is set by controls: 0 for no effect and ±100 for the full control effect; nearly all actives have a fitted effect of over 55% in size
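Kinase-Glo luminescence reports ATP generated from ADP (0.1 mM) and PEP (0.5 mM) by purified hPK-M2 after 1 h at room temperature, pH 7.2 imidazole buffer; intermediate enzyme activity allows detecting inhibitors and activators.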
Menin-MLL TR inh = displaces Texas Red mutant MLL peptide from human menin; Menin + Texas Red MLL mutant peptide, fluorescence polarization; Potency, µM (top dose mostly 61.6 µM), for inactives: top-dose FP activity change, negative = inhibition, actives largely listed as inhibitors; actives 0.23% (n = 270,000); AID 1768; active = well fitted inhibition curve with a large enough effect in the polarisation, with a control signal flat, not every such curve was filed as active; inconclusive = small, poorly fitted or top-dose-only effect, or effect the other way, or a change in a side signal; inactive = no such curve, though single readings can be large or run the other way; the % refers to the polarisation; note: potency is the fitted concentration of half-maximal effect; % of control where 0% means no effect; many of its hits are not listed in these tables
Coupling enz = counter-screen for Giardia aldolase inhibitors: coupling enzyme system; coupling enzyme system counterscreen, AmpLite Red fluorescence; activity change, negative = inhibition, % at 58.2 µM, hits read low; actives 0.67% (n = 290,000); in the data active = activity change below about -30%; note: % is set by controls: 0 for no effect and ±100 for the full control effect
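Fluorescence at 525 nm excitation and 598 nm emission measured inhibition of the coupled detection system without aldolase. Compounds (at 57.5 uM final) were preincubated 10 min at room temperature with coupling enzyme reagent before a 20 min substrate/AmpLite Red step.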
ASM inhibitor = human S-ASM enzyme inhibition. placental ASM, HMU-PC fluorogenic substrate, 60 min. AID 504937. P17405. Potency, µM (doses to about 57.5 µM), for the others: top-dose activity change, negative = inhibition, most hits filed as inhibitors. actives 0.006% (n = 340,000); note: potency is the fitted concentration of half-maximal effect
Target sequence (P17405 47-631 limits assumed): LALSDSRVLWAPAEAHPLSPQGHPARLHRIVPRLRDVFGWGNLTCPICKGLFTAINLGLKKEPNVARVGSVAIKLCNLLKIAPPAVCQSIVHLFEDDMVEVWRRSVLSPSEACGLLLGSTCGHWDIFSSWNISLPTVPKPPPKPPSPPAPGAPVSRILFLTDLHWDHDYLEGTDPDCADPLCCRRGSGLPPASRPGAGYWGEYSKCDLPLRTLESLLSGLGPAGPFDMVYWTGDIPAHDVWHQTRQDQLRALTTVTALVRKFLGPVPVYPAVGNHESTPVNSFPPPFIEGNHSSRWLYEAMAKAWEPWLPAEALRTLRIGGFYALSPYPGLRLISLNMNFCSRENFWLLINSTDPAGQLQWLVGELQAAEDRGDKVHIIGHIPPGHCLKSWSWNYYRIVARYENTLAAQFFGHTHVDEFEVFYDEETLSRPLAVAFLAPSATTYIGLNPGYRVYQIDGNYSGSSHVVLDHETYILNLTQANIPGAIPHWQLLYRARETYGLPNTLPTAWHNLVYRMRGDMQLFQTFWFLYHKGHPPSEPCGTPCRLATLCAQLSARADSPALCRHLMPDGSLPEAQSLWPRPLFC
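Fluorescence read-out (Ex 386 nm, Em 447 nm) after stopping the reaction at pH 10. Enzyme: ASM from human placenta; substrate HMU-PC0, 9 uM final; 60 min, 37 °C. Compound preincubation 10 min, ambient temperature.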
Tb PFK inh = inhibitors of T. brucei phosphofructokinase; actives 0.17% (n = 330,000); AID 485367; T. brucei PFK, ADP-Glo luminescence; O15648; Potency, µM (titrated, usually from 57.5 µM), inactives show top-dose activity, negative = inhibition, actives largely listed as inhibitors;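 note: potency is the fitted concentration of half-maximal effect; 0% = uninhibited 1x PFK enzyme wells and -100% = no-enzyme wells; nearly all actives have a fitted effect of over 60% in size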
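1.25 nM PFK with 0.5 mM F6P and 0.1 mM ATP in 0.1 M TEA pH 8.0, 5 mM MgCl2, incubated 45 min at room temperature; ADP measured by ADP-Glo luminescence; compounds titrated up to 57 uM.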
BCR signal inh = blocks chronic active B-cell receptor signaling; ABC-DLBCL IkBa-CBG/CBR reporter, luminescence ratio, 4 h; Potency, µM (titrated, usually from 46.1 µM), for inactives: at the top dose ratio change, negative = lower green/red ratio, most hits filed as inhibitors; actives 0.05% (n = 340,000); AID 493014; active = well fitted inhibition curve with a large enough effect in the signal ratio, with a control signal flat, not every such curve was filed as active; inconclusive = small, poorly fitted or top-dose-only effect, or effect the other way, or a change in a side signal; the % refers to the signal ratio;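 note: potency is the fitted concentration of half-maximal effect; plate controls were basal doxycycline-induced cells for no effect and cells given 10 µM MG132 for full effect; MG132 reads +100%, hits lower the ratio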
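TMD8 human ABC-DLBCL cells with doxycycline-inducible IκBα–green luciferase fusion and unfused red luciferase, in 0.5% FBS medium; compounds up to 46 uM, 4 h at 37C. Green/red luminescence ratio, filter-overlap corrected, fitted to concentration-response curves.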
GALK inhibitor = inhibitors of human galactokinase; P51570; Purified GALK, Kinase-Glo residual ATP luminescence; Potency, µM (doses to about 57.5 µM), inactives show at the top dose activity change, negative = inhibition, most hits filed as inhibitors; actives 0.007% (n = 270,000); note: potency is the fitted concentration of half-maximal effect; % is set by controls: 0 for no effect and ±100 for the full control effect
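Kinase-Glo Plus luminescence measured ATP left after a 1 h room-temperature reaction. The reaction used 5 nM GALK, 100 uM galactose and 35 uM ATP at pH 8.0 (20 mM HEPES, 5 mM MgCl2, 60 mM NaCl, 1 mM DTT, 0.01% BSA).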
Giardia killer = kills Giardia lamblia; AID 540267; actives 0.15% (n = 340,000); activity change, % at 7.66 µM, hits read low; Giardia lamblia trophozoite viability; in the data active = activity change below about -80%; inconclusive = between about -30% and that limit;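 note: parasites exposed to compound for two days anaerobically before the ATP read; % is set by controls: 0 for no effect and ±100 for the full control effect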
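Media and compound were dispensed first, then trophozoites at 100 cells/well; plates sat 48 hrs at 37 deg C without oxygen before ATP luminescence reagent was added and read after 15-30 min at room temperature.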
* = called active by the depositor; u = inconclusive; x = not tested or not shown; & = joins results of further samples; [ ] = remark or other dose. Unless noted, calls come from the whole dose curve; as a rule, active = well fitted curve in the direction sought with a large enough effect; inconclusive = small, poorly fitted or top-dose-only effect, or another doubt; inactive = no such curve, though single readings can be large; an effect the other way counts as inactive or inconclusive.

nr | Structure | PTAP TSG101 blk | Integrin act MD | B2AR arrestin | PKM2 activator | Menin-MLL TR inh | Coupling enz
1 | Cc1cccc(Cn2cc(C=O)c3ccccc32)c1 | -1% | -16% | -0.1% | x | -23% | 0
2 | CCn1c(O)c(/C=N/NC(=O)c2ccncc2)c(=O)n(CC)c1=S | u | 0% | -0.5% | -19% | 0% | 0
3 | c1nc2nc3c(c(N4CCNCC4)n2n1)CCCC3 | -13% | u | 0.0% | -4% | x | 1
4 | CN1CC(C(=O)c2ccc(F)cc2)C(c2c(F)cccc2Cl)C1 (centres undefined) | -6% | -2% | -0.1% | 1% | u | -3
5 | CCN1CCN(c2ccc([N+](=O)[O-])cc2C(=O)OC)CC1 | 3% | u | -0.1% | -2% | 9% | -1
6 | Cc1cccnc1-n1c(-c2ccccc2)nc2ccccc2c1=O | -6% | -8% | -0.1% | 0% | u | 0
7 | CN(C)C(=O)Oc1cc(OC(=O)N(C)C)cc(C(O)CNC(C)(C)C)c1 (centres undefined) | 1%&2% | x | -0.1%&4.2% | x | -21% | 0
8 | Cc1nc2ccccc2c(=O)n1-c1ccc(Cl)c(Cl)c1 | -5% | 18% | 0.0% | 1% | 12% | 1
9 | CNC(=O)OCc1n(C)cc[n+]1C | -1% | 36% | 0.0% | 6% | 14% | 7
10 | COC(=O)C1=C(c2ccc3ccccc3c2)C[C@@H]2CC[C@H]1N2C(=O)NCc1ccc(C(F)(F)F)cc1 | -7% | -44% | -0.7% | x | x | x
11 | COc1cc(C#Cc2c(-c3cncn3C)n(C)c3ccc(-c4cnc(N5CCOCC5)nc4)cc23)cc(OC)c1 | -2% | -43%[inhibitor] | -0.1% | x | x | x
12 | CN1CCN(c2ccc([N+](=O)[O-])c(SCCO)c2)CC1 | -1% | -5% | -0.3% | 0% | 7% | 1
13 | CN(C)C(=O)NC(O)C(Cl)(Cl)Cl (centres undefined) | 0% | 3% | 0.4% | -3% | -1% | 0
14 | CN1C(=O)N(C)C(=O)C2(Cc3cc(NC(=O)c4ccccc4Cl)ccc3N3CCCC32)C1=O (centres undefined) | -7% | 26% | 0.3% | x | x | x
15 | COC(=O)C1=CCCN(C)C1 | 0% | x | 0.0% | -1% | 16% | 2&1&-2

nr | ASM inhibitor | Tb PFK inh | BCR signal inh | GALK inhibitor | Giardia killer
1 | -7% | -9% | u | 0% | 6
2 | 101%[activator] | 0% | u | -1% | 25
3 | -7% | 1% | -6% | -1% | -1
4 | 0% | 2% | 3% | 7% | -17
5 | -7% | 7% | u | -3% | 11
6 | 3% | 1% | 6% | -2% | 4
7 | 5%&7% | -9%&-6% | 3%&-5% | x | -3&3
8 | -1% | -1% | 1% | -2% | 7
9 | 4% | -4% | 1% | x | -4
10 | -7% | 0% | -1% | x | -17
11 | -4% | 3% | u | x | 18
12 | -8% | -10% | 1% | 4% | 9
13 | -3% | -1% | -11% | 1% | -7
14 | 6% | -4% | -8% | 0% | 2
15 | 8% | -2% | -2% | 0% | 34[activator]

New compounds follow:
nr | Structure | PTAP TSG101 blk | Integrin act MD | B2AR arrestin | PKM2 activator | Menin-MLL TR inh | Coupling enz
16 | O=[N+]([O-])c1ccc(NCCCN2CCOCC2)nc1 | 0% | u | 0.1% | 0% | 2% | 0
17 | CCCC(C)C1(CC)C(=O)NC(=Nc2ccc(OC)cc2)NC1=O (centres undefined) | -5% | 15% | -0.9% | 2% | 6% | 4
18 | CCC(=NCc1cc(OC)cc(OC)c1)c1c(O)n(C2CCCCC2)c(=O)[nH]c1=O | 2% | -13% | -0.3% | -2% | x | -1
19 | CC(C)Oc1cccc(C(=O)C2CCCN(Cc3ccon3)C2)c1 (centres undefined) | -1% | -39% | -0.2% | -5% | -16% | -1
20 | Cc1ccc(CC(=O)N2CCN(Cc3ccccc3)CC2)cc1 | -3% | 31% | -1.8% | 0% | -27% | 1
21 | CCCCn1c(O)c(C=NC2CCCCC2N)c(=O)[nH]c1=O (centres undefined) | 0% | 27% | -0.2% | -13% | -5% | 1
22 | Cc1ccc2c(c1)C1CN(C)CCC1N2C(=O)c1ccco1 (centres undefined) | -7% | -8% | 0.5% | -2% | 8% | 2
23 | Cc1ccc(C(=O)n2cc(CCN3CCS(=O)(=O)CC3)c3ccccc32)cc1 | -3% | -2% | -0.4% | 20% | -10% | -4
24 | COc1ccc2c(c1)c(C(=O)CN1CCN(C)CC1)c(C)n2Cc1ccccc1 | -1% | -1% | 0.2% | 8% | -9% | 4
25 | O=C(NC(=S)N1C[C@H]2C[C@H](C1)c1cccc(=O)n1C2)c1ccc(Cl)cc1Cl | 4% | -1% | -0.1% | 0% | 1% | 0
26 | N#Cc1ccc(NC(=O)CN2C(=O)NC3(CCCCCCC3)C2=O)cc1Cl | -6% | -40% | 0.2% | x | x | x
27 | O=C(O)C(Cc1cnc[nH]1)NS(=O)(=O)c1ccc(Br)cc1 (centres undefined) | 0% | 21% | -0.1% | -2% | 14% | 0
28 | CC(=O)N1CCN(Cc2ccc(Cl)nc2)CC1 | -1% | 4% | 0.1% | x | 1% | 0
29 | COc1ccc(-n2c(=O)[nH]c3ccccc3c2=O)c(OC)c1 | -1% | -43% | 0.0% | u | -15% | 1
30 | CC1CC2(O)c3nonc3CCC2N1O (centres undefined) | -2% | -7%[7.66 µM] | 0.0% | -1% | 11% | 1

nr | ASM inhibitor | Tb PFK inh | BCR signal inh | GALK inhibitor | Giardia killer
16 | -4% | 0% | 1% | 0% | 14
17 | -4% | -1% | -1% | 0% | 9
18 | -8% | 4% | -21% | -2% | 7
19 | 0% | -2% | 2% | 0% | -6
20 | 1% | -2% | 2% | -2% | 0
21 | -3% | 21% | -8% | -1% | -12
22 | 0% | 2% | 1% | 1% | 6
23 | -5% | 4% | -6% | -5% | -4
24 | -6% | 1% | -6% | 2% | -4
25 | -2% | -3% | u | x | 0
26 | -12% | -6% | u | x | -2
27 | -2% | -8% | 1% | 9% | 8
28 | -1% | -3% | -3% | -3% | -5
29 | 6% | -3% | 6% | 1% | -21
30 | 0% | -8% | u | 0% | 21

Further structures
nr | Structure | PTAP TSG101 blk | Integrin act MD | B2AR arrestin | PKM2 activator | Menin-MLL TR inh | Coupling enz
31 | C#CCN(C)C(C)Cc1ccccc1 (centres undefined) | 0% | x | 0.4% | -2% | 8%&0% | 3
32 | CC(C)N1C(=O)CC2(CC[N+](C)(CCOC(=O)C(O)(c3ccccc3)c3ccccc3)CC2)C1=O (centres undefined) | -3% | 24% | 0.0% | 7% | -2% | 2
33 | COc1ccc(CC2NCC(O)C2OC(C)=O)cc1 (centres undefined) | -6% | -66%[inhibitor] | x | x | 5%[24.8 µM] | 0
34 | CN1CC[C@]23c4c5ccc(OC6OC(C(=O)O)[C@@H](O)C(O)[C@H]6O)c4OC2C(O)C=CC3[C@H]1C5 (some centres undefined) | -4% | x | -0.8% | x | x | x
35 | CC1CN=C(NCc2ccccc2)S1 (centres undefined) | -8% | -17% | -0.5% | -3% | 1% | 0
36 | COc1ccc(C(=O)C2CN(C)CC2C(=O)c2ccc(OC)cc2)cc1 (centres undefined) | -2% | -9% | -0.3% | -9% | -25% | -1

nr | ASM inhibitor | Tb PFK inh | BCR signal inh | GALK inhibitor | Giardia killer
31 | 3% | 0% | 2% | 4% | -2
32 | -1% | 5% | 0% | 4% | 12
33 | 3% | x | x | x | u
34 | 0% | 4% | 4% | x | -1
35 | 3% | 0% | u | -1% | 6
36 | 3% | -4% | -3% | 0% | 2

A portion of the library. The share of hits here may be higher or lower than overall.
